PP5 primary: inhibitors of human protein phosphatase 5 (PP5); P53041; 320,000 tested, 0.18% active; inhibition, % at 6.7 µM; purified PP5c, OMFP substrate fluorescence; AID 1987;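 active = inhibition above the campaign's mean inhibition across all tested compounds plus 3 SD, cut at about 9.5% in these data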;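 also: 0% = DMSO only and 100% = 100 µM cantharidin control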
JMJD2C inh: human JMJD2C demethylase inhibition; Q9H3R0; GST-JMJD2C(1-420) H3K9me3 demethylation, DELFIA europium; inhibition, % at 2.35 µM; 330,000 tested, 0.069% active; AID 2099;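 active = more than half of a compound's replicate wells show inhibition beyond 50%, single wells judged on their own value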;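 also: signal counts dimethyl H3K9 product captured on neutravidin plate; 0% = median of DMSO wells and 100% = 0.3 times that DMSO median; strong numbers were not always called active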
Fh CTSL1 inh: cathepsin L1 inhibition, PFM18AAP counter-screen; recombinant F. hepatica cathepsin L1, Z-Leu-Arg-MCA fluorescence; 300,000 tested, 0.49% active; AID 1906; inhibition, % at 5.96 µM;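 active = inhibition above the mean of all tested compounds plus 3 SD, set per screening campaign, cut at about 17% in these data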;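 also: 0% = plate median of test compound wells and 100% = 1 µM Z-Phe-Ala-diazomethylketone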
proCasp3 act: procaspase-3 (human) activation; activation, % at 8.5 µM; 330,000 tested, 0.11% active; P42574; recombinant procaspase-3 D3A, Ac-DEVD-pNA absorbance 405 nm;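 active = activation above the mean of all tested compounds plus 3 SD, cut at about 21% in these data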;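 also: 0% = DMSO alone and 100% = DMSO wells spiked with extra 5 µM PC-3 D3A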
Target sequence (P42574 whole entry D9A/D28A/D175A): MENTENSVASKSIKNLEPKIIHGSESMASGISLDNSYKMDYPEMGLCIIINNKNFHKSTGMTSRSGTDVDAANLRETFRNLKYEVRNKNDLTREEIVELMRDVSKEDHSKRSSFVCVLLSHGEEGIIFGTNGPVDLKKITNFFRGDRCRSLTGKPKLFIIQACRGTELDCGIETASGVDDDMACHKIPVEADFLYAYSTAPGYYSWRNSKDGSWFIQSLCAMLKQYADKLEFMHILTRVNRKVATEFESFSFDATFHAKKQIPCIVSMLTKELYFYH
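material = Procaspase-3 D3A mutant | probe or stimulus = Ac-DEVD-pNA | compound = single dose, 8.5 µM nominal compound, 0.8% DMSO | timing = 1 h preincubation, 2 h reaction | measured by = 405 nm absorbance of p-nitroaniline, reads at 0 and 120 min | benchmarks = DMSO-only low control, 5 µM PC-3 D3A high control | repeats = singlicate, each compound tested once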
PP1 inh: PP1-alpha (human) inhibition in PP5 counter-screen | 320,000 tested, 0.9% active | P62136 | purified PP1alpha, OMFP fluorescence | inhibition, % at 6.7 µM;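 active = inhibition above the mean inhibition of all tested compounds plus 3 SD, computed separately for each screening campaign, cut at about 15% in these data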
GRK2 inh: blocks RNA aptamer binding to human GRK2; P25098; bead flow cytometry, FAM-aptamer displacement from GRK2; inhibition of aptamer binding, % at 10 µM; 330,000 tested, 0.59% active; AID 488847;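 active = inhibition of aptamer binding above 40%, roughly 3 SD of noise, on plates passing a quality check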;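 also: median bead fluorescence of bound FAM aptamer so fluorescent compounds give negative values; no value below 0 was filed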
Target sequence (P25098 whole entry, looked up): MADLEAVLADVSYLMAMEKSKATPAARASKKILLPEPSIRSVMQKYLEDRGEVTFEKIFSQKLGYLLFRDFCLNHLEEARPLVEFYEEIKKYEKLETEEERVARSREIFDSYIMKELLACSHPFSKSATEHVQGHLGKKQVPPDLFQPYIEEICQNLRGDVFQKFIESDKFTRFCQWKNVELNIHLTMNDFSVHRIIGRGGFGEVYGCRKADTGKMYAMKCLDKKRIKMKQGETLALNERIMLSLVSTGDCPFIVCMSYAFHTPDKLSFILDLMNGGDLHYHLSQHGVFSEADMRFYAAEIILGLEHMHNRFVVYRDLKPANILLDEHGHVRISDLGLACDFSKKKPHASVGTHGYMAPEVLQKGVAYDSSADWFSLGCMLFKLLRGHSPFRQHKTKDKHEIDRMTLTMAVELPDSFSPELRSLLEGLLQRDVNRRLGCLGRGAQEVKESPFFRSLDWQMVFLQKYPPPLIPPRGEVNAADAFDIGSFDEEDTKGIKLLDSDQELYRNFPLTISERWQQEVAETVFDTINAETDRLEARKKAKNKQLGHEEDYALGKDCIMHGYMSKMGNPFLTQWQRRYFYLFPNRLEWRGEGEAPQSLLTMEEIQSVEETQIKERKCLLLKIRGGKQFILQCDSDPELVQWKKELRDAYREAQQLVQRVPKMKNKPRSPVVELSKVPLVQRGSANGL
proCasp7 act: counter-screen for procaspase-3 activators: activators of human procaspase-7; P55210; recombinant procaspase-7, Ac-DEVD-pNA absorbance 405 nm; D23A/D198A/D206A triple mutant, cannot self-cleave; scale: DMSO 0, 5 µM enzyme 100; activation, % at 8.5 µM; 330,000 tested, 0.093% active; AID 463210;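 active = percent activation above the screen-wide mean plus 3 SD, cut at about 25% in these data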
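signal = Epi-absorbance of released pNA at 405 nm, two timepoints | assay system = Uncleavable procaspase-7 mutant enzyme | reagent = Ac-DEVD-pNA substrate, 400 µM as added | times = 1 h enzyme–compound preincubation and 2 h substrate reaction, both 25 °C | benchmarks = low DMSO alone, high DMSO plus 5 µM PC-7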
VLA-4 inh: inhibition in a human VLA-4 binding assay; P13612; VLA-4 expressing cells, ligand binding flow cytometry; inhibition, % (about 7 µM as worked out from the volumes in the protocol); 330,000 tested, 0.2% active; in the data active = inhibition above about 50%
core dimer inh: blocks dimerization of HCV core protein | TR-FRET GST/Flag-core106 dimerization, 1536-well | inhibition, % at 5 µM | 300,000 tested, 0.33% active | AID 1899;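 active = inhibition above the mean of all tested compounds plus 3 SD, set per screening campaign, cut at about 45% in these data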
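System: GST-tagged and Flag-tagged HCV core protein residues 1-106 / Input: core106 proteins, GST 13.5 nM and Flag 17 nM / Buffer or medium: KF-containing HEPES buffer, pH 7.45, DTT, CHAPS, BSA / Probe or stimulus: Eu-anti-GST and XL665-anti-Flag labelled anti-tag antibodies / Schedule: 4 h, 22.5 °C incubation / Technique: TR-FRET 671 and 617 nm emission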
* = called active by the depositor; / = no result given.

The opening 7 entries, to show the layout:
smiles | PP5 primary | JMJD2C inh | Fh CTSL1 inh | proCasp3 act | PP1 inh | GRK2 inh | proCasp7 act | VLA-4 inh | core dimer inh
Cc1ccc(S(=O)(=O)N2CC=C(C(=O)NC3CC3)CC2)cc1 | 2.2 | 2 | -1 | 1 | 0 | 0 | 7 | 1 | 2
COCCCNC(=O)c1ccc(NC(C)=O)cc1 | -2.0 | -22 | -5 | -4 | 0 | 0 | 4 | 12 | -4
Cn1cnnc1SCC(=O)Nc1ccc2nc(SCc3ccccc3)sc2c1 | 2.5 | -4 | 2 | 3 | 3 | 0 | 3 | -6 | -5
CCCNC(=O)NC(=O)COC(=O)c1oc2ccc(OCC)cc2c1C | 1.8 | -13 | 1 | 1 | -1 | 0 | -2 | -10 | 9
COc1ccc(S(=O)(=O)N2CCC(C(N)=O)CC2)cc1C(=O)N1CCCCCC1 | -1.1 | -18 | -3 | 6 | -6 | 0 | 2 | 4 | -5
CCc1cccc2c(C(=O)CN3C(=O)NC4(CCCCCC4)C3=O)c[nH]c12 | -0.1 | 11 | / | 4 | -2 | 1 | -10 | 7 | /
CC(=O)NC1C(=O)N(CC(C)C)c2ccccc21 (stereo not given) | 1.0 | -1 | -3 | -15 | 1 | 4 | -3 | -10 | -3

The listing (from the top)
smiles | PP5 primary | JMJD2C inh | Fh CTSL1 inh | proCasp3 act | PP1 inh | GRK2 inh | proCasp7 act | VLA-4 inh | core dimer inh
Cc1ccc(S(=O)(=O)N2CC=C(C(=O)NC3CC3)CC2)cc1 | 2.2 | 2 | -1 | 1 | 0 | 0 | 7 | 1 | 2
COCCCNC(=O)c1ccc(NC(C)=O)cc1 | -2.0 | -22 | -5 | -4 | 0 | 0 | 4 | 12 | -4
Cn1cnnc1SCC(=O)Nc1ccc2nc(SCc3ccccc3)sc2c1 | 2.5 | -4 | 2 | 3 | 3 | 0 | 3 | -6 | -5
CCCNC(=O)NC(=O)COC(=O)c1oc2ccc(OCC)cc2c1C | 1.8 | -13 | 1 | 1 | -1 | 0 | -2 | -10 | 9
COc1ccc(S(=O)(=O)N2CCC(C(N)=O)CC2)cc1C(=O)N1CCCCCC1 | -1.1 | -18 | -3 | 6 | -6 | 0 | 2 | 4 | -5
CCc1cccc2c(C(=O)CN3C(=O)NC4(CCCCCC4)C3=O)c[nH]c12 | -0.1 | 11 | / | 4 | -2 | 1 | -10 | 7 | /
CC(=O)NC1C(=O)N(CC(C)C)c2ccccc21 (stereo not given) | 1.0 | -1 | -3 | -15 | 1 | 4 | -3 | -10 | -3
CCC(=O)NC(=S)Nc1ccc(NC(=O)COc2ccc(Cl)c(C)c2)cc1 | 5.2 | 10 | 1 | 3 | 3 | 0 | -13 | 11 | -2

Going on with the list:
smiles | PP5 primary | JMJD2C inh | Fh CTSL1 inh | proCasp3 act | PP1 inh | GRK2 inh | proCasp7 act | VLA-4 inh | core dimer inh
Cc1cc(C)n2c3c(c(C#N)c2n1)CCCC3 | 1.0 | -36 | 3 | -8 | -1 | 0 | -3 | 0 | 2
O=C(NCc1cccnc1)c1ccc(N2CCOCC2)c([N+](=O)[O-])c1 | 2.7 | 0 | 0 | 10 | -1 | 0 | -7 | 7 | -2
OCc1nc2ccccc2n1CCCOc1ccccc1 | 7.8 | 0 | 4 | -11 | 1 | 0 | 13 | 7 | 3
O=C(Nc1ccccn1)C12CC3CC(C1)CC(C(=O)Nc1ccccn1)(C3)C2 | -1.4 | -7 | 0 | -5 | -4 | 0 | 14 | 15 | 3
CCc1sc(C(=O)N2CCN(c3ncccn3)CC2)cc1Br | 0.7 | -5 | 0 | 2 | -2 | 0 | -10 | -7 | 3
O=c1[nH]c2cc(Cl)ccc2c(O)c1-c1cccc(Oc2ccccc2)c1 | 0.2 | 6 | 3 | 5 | 0 | 1 | -1 | 41 | 4
CCc1nnc(NC(=O)c2ccc(S(=O)(=O)N3CCOCC3)cc2)s1 | 0.8 | -18 | 4 | 4 | 0 | 0 | 4 | 5 | -19
Oc1c(Cl)cc(Cl)cc1CNn1cnnc1 | -2.3 | -1 | -1 | 8 | -1 | 2 | 8 | 5 | 1

Next compounds.
smiles | PP5 primary | JMJD2C inh | Fh CTSL1 inh | proCasp3 act | PP1 inh | GRK2 inh | proCasp7 act | VLA-4 inh | core dimer inh
COCCn1c(SCC(=O)Nc2sccc2C(N)=O)nc2cc(Cl)ccc2c1=O | 5.3 | -7 | 1 | 4 | 2 | 5 | 9 | 1 | 16
CN(C)c1nc(N)c([N+](=O)[O-])c(NCc2ccccc2)n1 | -0.8 | 3 | -2 | -5 | -1 | 13 | 3 | 17 | -5
O=C(CN1CCN(C(=O)c2ccco2)CC1)Nc1cccc([N+](=O)[O-])c1 | 0.9 | 0 | 1 | 3 | 0 | 0 | 1 | -3 | 1
CC(C)NC(=O)Nc1cccc2c1O[C@H](CN(C)C(=O)NC1CCCCC1)[C@@H](C)CN([C@H](C)CO)C2=O | / | -6 | / | 2 | / | 4 | 13 | 29 | /
O=C(C1CCN(S(=O)(=O)c2cccnc2)CC1)N1CCN(c2cccc(Cl)c2)CC1 | 4.0 | -8 | 1 | 2 | 2 | 5 | -1 | 20 | -17
CCOc1ccccc1NC(=O)NCCN1CCCCC1 | -1.0 | -5 | 0 | 11 | -4 | 0 | 15 | -9 | 3
CCN(CC)c1cc(C)c2cc(NC(=O)CNC(C)=O)ccc2n1 | -2.7 | -16 | 0 | -3 | 0 | 3 | 8 | 0 | 0
N/C(=N\OC(=O)c1cccnc1)c1ccccc1Cl | 3.4 | -3 | -13 | 1 | -3 | 1 | 4 | 12 | -4

Other records follow:
smiles | PP5 primary | JMJD2C inh | Fh CTSL1 inh | proCasp3 act | PP1 inh | GRK2 inh | proCasp7 act | VLA-4 inh | core dimer inh
Cc1cc(=O)oc(C)c1C(=O)N1CCN(c2ccc(F)cc2)CC1 | 3.8 | 2 | 1 | -4 | 0 | 1 | 5 | 4 | -6
CN(C)c1ccc(/C=C/C(=O)c2c(O)c3ccccc3oc2=O)cc1 | 0.9 | 8 | -1 | -1 | -1 | 0 | -2 | -39 | -4
O=C(CNC1=NCCC1)c1ccc(Cl)cc1 | 1.8 | -4 | 0 | 4 | -1 | 3 | 9 | 33 | 7
CSCC(=O)N1CCCC(CO)(Cc2ccccc2C)C1 (stereo not given) | 1.7 | 5 | 0 | -2 | -1 | 0 | 3 | -8 | -2
O=C(c1cccc(Cl)c1)N1CCC2(CC1)NCCc1[nH]cnc12 | 1.4 | -2 | -1 | -6 | -3 | 2 | 11 | 19 | -4
Cc1oc(-c2cccc(Cl)c2)nc1CN1CCCC(C(=O)NCc2ccco2)C1 (stereo not given) | 1.4 | 3 | 1 | 7 | 6 | 0 | 7 | -10 | 1
CCOc1ccc(C(=O)NCc2ccncc2)cc1 | 2.4 | -8 | 0 | -3 | 0 | 9 | 3 | 0 | -5
Cc1ccc(C(=O)Nc2ccc(Br)c(C(F)(F)F)c2)cc1 | 6.4 | -1 | -1 | 9 | 5 | 6 | -1 | -49 | 6

(listing goes on)
smiles | PP5 primary | JMJD2C inh | Fh CTSL1 inh | proCasp3 act | PP1 inh | GRK2 inh | proCasp7 act | VLA-4 inh | core dimer inh
COCCNC(=S)N(CCO)Cc1cc2cc3c(cc2[nH]c1=O)OCO3 | 0.7 | -8 | -3 | 8 | -2 | 0 | 14 | 8 | -4
Cc1ccsc1C(=O)N1CCC(N2CCC(C(=O)NCC3CCCO3)CC2)CC1 (stereo not given) | -1.4 | -12 | -2 | 2 | -4 | 1 | 2 | 4 | -4
CCN(CC)S(=O)(=O)c1ccc(N2CCCC2)c(NC(=O)Cc2ccc(OC)cc2)c1 | -1.3 | 0 | 0 | -8 | 1 | 0 | -5 | 2 | 2
COc1ccc(CNC(=O)C(OC(=O)c2ccco2)c2ccc(F)cc2)cc1 (stereo not given) | 2.9 | 1 | -45 | 2 | 3 | 0 | 12 | 9 | 1
CCOC(=O)c1ccc(S(=O)(=O)NNC(=O)COc2ccccc2C)cc1 | -0.6 | 3 | 3 | 0 | 4 | 31 | -12 | 4 | 0
Cc1cc(Nc2ccc(N(C)C)cc2)n2ncnc2n1 | 0.7 | -10 | 3 | 14 | 4 | 0 | -1 | 13 | -97
Cc1nn(CC(=O)N2CCN(C(=O)c3ccco3)CC2)c(C)c1[N+](=O)[O-] | / | -8 | / | 4 | / | 0 | 1 | 7 | /
O=C(NC1CCCC1)c1cnn2c(C(F)(F)F)cc(-c3ccco3)nc12 | 0.2 | 4 | 1 | -1 | -4 | 0 | 2 | 0 | 6

(cont.)
smiles | PP5 primary | JMJD2C inh | Fh CTSL1 inh | proCasp3 act | PP1 inh | GRK2 inh | proCasp7 act | VLA-4 inh | core dimer inh
CC1CCCC2(C1)NC(=S)N(c1ccccc1)N2 (stereo not given) | 0.9 | -5 | -2 | -11 | -2 | 2 | -7 | 10 | -3
Cc1ccc(C(=O)N2CC(=O)Nc3ccc(F)cc3C2c2ccccc2)cc1 (stereo not given) | -2.1 | 2 | 1 | -2 | -2 | 0 | -5 | 11 | 10
Fc1ccc(-c2csc(NC3=NCCC3)n2)cc1 | 0.7 | 18 | 0 | -2 | 2 | 0 | 4 | 23 | -1
COc1ccc(-c2noc(C3CCCN(C(=O)c4cccs4)C3)n2)cc1 (stereo not given) | 1.8 | 4 | 0 | -6 | 1 | 1 | 2 | -6 | 2
CCOc1ccc2c(c1)c(=O)c(S(=O)(=O)c1ccc(CC)cc1)cn2C | 1.2 | -2 | 1 | -1 | 5 | 3 | 3 | -4 | -4
O=C(NC1CC1)c1cc(F)c(F)cc1Cl | -1.2 | -28 | 2 | 5 | -1 | 0 | -4 | -2 | -2
Cc1ccc(-n2c(SCC(=O)NCCN3C(=O)CSC3=O)nnc2-c2ccccc2)cc1 | 4.2 | -15 | -1 | -1 | 13 | 0 | 13 | 16 | 2
CCOC(=O)C1CCCN(C(=O)c2cncc(Br)c2)C1 (stereo not given) | 2.7 | -4 | 8 | 4 | 1 | 2 | 1 | -5 | -14
